Vif-APOBEC3G blk – qHTS for Inhibitors of Vif-A3G Interactions: qHTS. AID 602310, 2012. 0.076% of 410,000 active. Potency, µM (series often up to 46.1 µM), for the others: at the highest dose activity, negative = active, actives largely listed as inhibitors. HeLa A3G-eYFP + Vif (tagged APOBEC3G with the HIV-1 protein that degrades it), YFP fluorescence, overnight;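 further: potency means the concentration at half of the fitted maximal effect; on the % scale 0 is the no-effect control and ±100 the full control effect; nearly all actives have a fitted effect of over 60% in size; hits raise eYFP signal because A3G escapes Vif-driven loss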
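HeLa cells stably expressing Vif and C-terminally eYFP-tagged A3G, seeded overnight at 37 deg C, then exposed to compound by pintool overnight at 37 deg C. Rise in yellow fluorescence (Ex 488/Em 500-530, Acumen) marks blocked Vif-driven A3G degradation.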
D2 antag – HTS Assay for Allosteric Antagonists of the Human D2 Dopamine Receptor: Primary Screen for Antagonists; D(2) dopamine receptor (Homo sapiens), P14416; HEK293 TREx D2 cells, calcium flux, dopamine EC80; inhibition, % at 10 µM; 2% of 340,000 active; AID 485344, 2010; in the data active means inhibition above about 30%; further: 0% is about no effect
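Overnight-induced (tetracycline, 30 C) HEK293 T-REx cells carrying force-coupled D2 receive a no-wash calcium dye, then compound, then EC80 dopamine at 180 s; signals are read kinetically throughout.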
Vif-A3F inh – qHTS for Inhibitors of Vif-A3F Interactions: qHTS; HeLa A3F-eYFP + Vif (tagged APOBEC3F with the HIV-1 protein that degrades it), YFP fluorescence increase; 0.2% of 390,000 active; Potency, µM (doses to about 46.1 µM), without a hit: at the highest dose activity, negative = active; AID 602313, 2012; further: potency means the concentration at half of the fitted maximal effect; % of control where 0% means no effect; nearly all actives have a fitted effect of over 65% in size
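HeLa cells stably expressing A3F-eYFP plus Vif, plated and incubated overnight at 37 deg C, then exposed to compounds overnight at 37 deg C. Blocked degradation read as raised yellow fluorescence (Ex 488/Em 500-530).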
LDHA block – qHTS assay for inhibitors of human lactate dehydrogenase; L-lactate dehydrogenase A chain (Homo sapiens), P00338; purified LDHA, NADH/diaphorase-resazurin fluorescence; active compounds read low; activity change, % (values are at about 110 or 230 µM); 0.15% of 480,000 active; in the data active means activity change below about -30%; inconclusive means mostly about -25% to -30%;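 further: plate controls were DMSO wells for no effect and wells without enzyme for full effect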
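LDH5 2 nM; NADH 0.06 mM, pyruvate 0.2 mM; 200 mM Tris pH 7.4, EDTA, Tween-20; 5 min RT. Detection: diaphorase 0.133 mg/mL + resazurin 37 µM, fluorescence ex540/em590 at 0 and 20 min; normalized to enzyme-free and DMSO wells.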
D2 agonist – HTS Assay for Allosteric Agonists of the Human D2 Dopamine Receptor: Primary Screen for Agonists. HEK293 T-REx D2 cells, calcium flux agonist mode. AID 485358, 2010. activation, % at 2 µM. 0.53% of 340,000 active;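 active means activation over 3 SD above normal in the single-dose calcium agonist read, cut at about 30% in these data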; further: 0% is about no effect
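In this primary screen, compounds producing a positive calcium signal within 180 s of addition to tetracycline-induced, force-coupled HEK293 Trex D2 cells are flagged; cells are dye-loaded with a no-wash calcium kit beforehand.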
ERG-DNA inh – qHTS for Small Molecule Inhibitors of the ERG Ets/DNA interaction; Transcriptional regulator ERG (Homo sapiens), P11308; fluorescence polarization, His-ERG Ets domain / labelled DNA; Potency, µM (series often up to 76.9 µM), without a hit: at the top dose FP activity, negative = inhibition, most hits filed as inhibitors; 0.028% of 370,000 active; active means well fitted inhibition curve with a large enough effect in the polarisation, with a control signal flat; inconclusive means small, poorly fitted or top-dose-only effect, or effect the other way, or a change in a side signal; inactive means no such curve, though single readings can be large or run the other way; the % refers to the polarisation;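 further: polarization taken with two DNA probes labelled with fluorescein and Texas red; potency means the concentration at half of the fitted maximal effect; % of control where 0% means no effect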
Target sequence (P11308 whole entry, looked up, the tested form may be a part): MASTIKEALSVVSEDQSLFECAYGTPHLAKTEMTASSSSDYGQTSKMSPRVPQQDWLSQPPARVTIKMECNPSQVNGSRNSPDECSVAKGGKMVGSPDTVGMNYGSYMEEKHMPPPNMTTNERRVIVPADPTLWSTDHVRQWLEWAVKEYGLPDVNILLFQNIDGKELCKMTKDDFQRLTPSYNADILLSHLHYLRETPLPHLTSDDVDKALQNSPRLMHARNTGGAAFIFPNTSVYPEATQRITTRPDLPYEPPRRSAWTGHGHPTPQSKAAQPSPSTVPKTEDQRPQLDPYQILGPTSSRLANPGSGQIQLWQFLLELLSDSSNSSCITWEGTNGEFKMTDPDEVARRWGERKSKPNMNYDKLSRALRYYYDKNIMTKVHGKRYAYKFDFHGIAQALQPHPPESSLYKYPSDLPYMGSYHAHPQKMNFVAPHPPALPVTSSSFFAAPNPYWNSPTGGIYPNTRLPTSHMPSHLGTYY
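His-tagged ERG Ets domain (1 uM in the protein solution; 300mM KCl, 50mM Tris-HCl, 1mM EDTA, 1mM DTT, pH 7.5) received compound, then a probe mix of 5 nM fluorescein-DNA and 100nM Texas-615-DNA. Fluorescence polarization was read for both dyes.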
RGS4 inhibitor – Inhibitors of Regulator of G Protein Signaling (RGS) 4: qHTS; Potency, µM (top dose mostly 114 µM), for the others: top-dose activity change, negative = inhibition, hits mostly inhibitors; Transcreener GDP fluorescence polarization, RGS4-accelerated GTP hydrolysis; Regulator of G-protein signaling 4 (Homo sapiens), P49798; 0.039% of 390,000 active; further: potency means the concentration at half of the fitted maximal effect; on the % scale 0 is the no-effect control and ±100 the full control effect; nearly all actives have a fitted effect of over 75% in size; some results filed as inactive show a strong effect at the top dose
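MLSMR compounds (23 nl, pin-transferred) preincubated 10 min at room temperature with a 500nM (2x) first reagent, then RGS4 at 900nM (2x) plus Transcreener GDP mix added; fluorescence polarization (620/688 nm) read before and after 90 min at 30 °C.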
12-LOX inh – Primary qHTS assay for inhibitors of human arachidonate 12S-lipoxygenase (ALOX12): Round 2 | Polyunsaturated fatty acid lipoxygenase ALOX12 (Homo sapiens), P18054 | purified 12hLO, xylenol orange hydroperoxide absorbance | Potency, µM (series often up to 108 µM), inactives show at the highest dose activity change, negative = inhibition, most hits filed as inhibitors | 1.1% of 580,000 active | AID 1671190, 2021; further: potency means the concentration at half of the fitted maximal effect; on the % scale 0 is the no-effect control and ±100 the full control effect
Target sequence (P18054 whole entry, looked up): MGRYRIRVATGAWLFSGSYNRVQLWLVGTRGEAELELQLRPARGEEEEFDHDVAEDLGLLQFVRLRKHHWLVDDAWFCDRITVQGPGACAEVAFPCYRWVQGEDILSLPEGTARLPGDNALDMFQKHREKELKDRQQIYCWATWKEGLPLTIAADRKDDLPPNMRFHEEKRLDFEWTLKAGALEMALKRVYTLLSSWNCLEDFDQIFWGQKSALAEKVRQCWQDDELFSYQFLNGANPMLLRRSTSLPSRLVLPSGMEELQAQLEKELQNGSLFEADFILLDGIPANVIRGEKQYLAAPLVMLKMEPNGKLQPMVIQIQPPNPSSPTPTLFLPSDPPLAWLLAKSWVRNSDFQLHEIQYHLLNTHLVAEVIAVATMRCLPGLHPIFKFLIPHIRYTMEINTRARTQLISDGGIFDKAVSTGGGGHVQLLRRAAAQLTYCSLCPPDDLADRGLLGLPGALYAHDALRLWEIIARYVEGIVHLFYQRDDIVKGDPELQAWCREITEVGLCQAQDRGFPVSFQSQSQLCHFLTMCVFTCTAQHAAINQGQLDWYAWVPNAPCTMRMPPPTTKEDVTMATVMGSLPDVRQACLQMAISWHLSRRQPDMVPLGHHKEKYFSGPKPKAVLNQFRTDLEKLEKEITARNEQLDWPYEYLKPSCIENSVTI
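Hydroperoxide product was detected by ferrous iron/xylenol orange as the 573 to 405 nm absorbance ratio. Arachidonic acid at 40 uM (final) was turned over for 30 min at room temperature by 150 nM human 12hLO, pH 7.0 Hepes buffer, after 15 min compound preincubation.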
GRP78 ERSR act – qHTS for Inducers of the Endoplasmic Reticulum Stress Response (ERSR) in Human Glioma: qHTS; U87-MG GRP78 promoter luciferase reporter, 16 h; Potency, µM, inactives show top-dose activation, actives largely listed as activators; 0.02% of 420,000 active; further: potency means the concentration at half of the fitted maximal effect; series mostly up to about 76 µM; % of control where 0% means no effect; nearly all actives have a fitted effect of over 35% in size
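ERSR induction read as luciferase luminescence (Bright-Glo, 10 min at room temperature) in stably transfected human U87-MG glioma cells exposed to compounds for 16 h, using GRP78 as sensor.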
The depositor's hits bear a star; i = inactive; ? = inconclusive; . = not tested or not shown; & = joins results of further samples; [ ] = another dose, or the depositor's remark. Unless noted, the call rests on the fitted dose curve; in most records, active means well fitted curve in the direction sought with a large enough effect; inconclusive means small, poorly fitted or top-dose-only effect, or another doubt; inactive means no such curve, though single readings can be large; an effect the other way counts as inactive or inconclusive. Only part of the results is shown; rates above refer to the full screens.

Order of results: Vif-APOBEC3G blk, D2 antag, Vif-A3F inh, LDHA block, D2 agonist, ERG-DNA inh, RGS4 inhibitor, 12-LOX inh, GRP78 ERSR act
COc1ccccc1C(=O)NCC(=O)OCC(=O)Nc1cccc(S(=O)(=O)N(C)C)c1
    1%, -7, -7%, -4, -0.4, 3%, 8%, 2%, -3%
CCCOC(=O)c1cccc(NC(=O)c2c(-c3ccccc3Cl)noc2C)c1
    4%, ., 3%, 0, -1.1, -3%, -22%, -12%, 2%
Cn1cc(/C=C/c2nc3ccccc3c(=O)n2-c2cccc([N+](=O)[O-])c2)c2ccccc21
    0%, 1, 4%, -7, -1.4, -1%, ?, -7%, -1%
COc1ccc(Nc2cc(C(=O)NCc3ccco3)c3ccccc3n2)c(OC)c1
    -5%, 0, 1%, -7, -1.1, -9%, 13%, -9%, 1%
N#C/C(=C\c1ccccc1Br)C(=O)NC1CC1
    0%, 13, -25%, 1, -0.5, -9%, -27%, -16%, 2%
CCCCNC(=O)/C(=C\c1ccc([N+](=O)[O-])o1)NC(=O)c1ccccc1
    -14%, 6, 3%, -5, 1.3, 0%, ?, -23%, -1%
CCc1c(C)sc(NC(=O)C2c3ccccc3Oc3ccccc32)c1C(=O)OC(C)C
    -1%, ., -7%, -2, 1.4, -4%, -15%, 0%, -2%
Cc1c(NS(=O)(=O)c2cccc(C(=O)O)c2)c(=O)n(-c2ccccc2)n1C
    -1%&-1%, 8, 8%&2%, 0&-7, -0.5&0.4, -2%&2%, ?, -8%&-18%, -2%&-1%
CCOc1ccc(N(CC(=O)N2CCN(c3ccc(F)cc3)CC2)S(=O)(=O)c2c(C)noc2C)cc1
    -8%, 11, 4%, 0, -0.6, -3%, -2%, 16%, -4%
COc1ccc(N2CC(NC(=O)c3c(F)cccc3Cl)CC2=O)cc1OC (configuration not stated)
    -3%, ., -21%, -4, 0.7, -16%, 9%, -2%, -2%
Cc1ccc(NC(=O)CSc2nc3c(oc4ccccc43)c(=O)n2-c2ccc(F)cc2)c(C)c1
    2%, ., -9%, -5, -0.1, -4%, 12%, 0%, -3%
O=C(Nc1cnc2ccccc2c1)c1cccnc1
    -2%, -9, 4%, -2, 0.2, -20%, 1%, 9%, -9%
CCNC(=O)CN(c1ccc(Oc2ccccc2)cc1)S(=O)(=O)c1ccccc1
    -1%, 11, 0%, 1, 0.4, 2%, -42%, -2%, -5%
COc1ccccc1CNC(=O)COc1cc(=O)n(C)c2ccccc12
    -1%, ., -9%, -8, -0.7, 4%, -8%, -11%, -2%
O=C(NCCCN1CCOCC1)c1ccc(Sc2ccc(F)cc2)c([N+](=O)[O-])c1
    -1%, -3, 1%, -19, 0.2, ., 3%, -16%, -2%
COc1ccc(NC(=O)CN(C)C(=O)C2CC(=O)N(Cc3ccc(C)cc3)C2)cc1 (configuration not stated)
    -2%, -1, 4%, -2, -1.4, 9%, 18%, 16%, -5%
CCC(C)NC(=O)CCSc1nc(-c2ccc3c(c2)OCO3)cc(C(F)(F)F)n1 (configuration not stated)
    -1%, ., -6%, -2, -0.7, 8%, 0%, -17%, -3%
COc1cccc(C(=O)OCCN2C(=O)c3ccccc3C2=O)c1OC
    1%, 8, -2%, -5, -0.5, 8%, 14%, -5%, 0%
COc1ccccc1NC(=S)N(Cc1cccs1)C1CCCC1
    -1%, -6, -2%, -3, -0.3, 1%, 8%, 0%, 0%
Cn1ncc2c(=O)[nH]cnc21
    -12%, 8, 0%, -2, 14, 2%, -9%, 1%, -2%
COc1ccccc1/C=C/C(=O)NCC(=O)N/N=C(\CCC(=O)O)c1ccccc1
    -8%, -22, 2%, -3, -0.9, -6%, 20%, 10%, -1%
COc1ccc(C)cc1NC(=O)CN(C)C1CCCCC1
    -7%, 2, -17%, -3, -1.3, 13%, 1%, 1%, -2%
S=C(NC1CCCCC1)N1CCOCC1
    -1%, 18, 5%, -6, 0.5, -1%, 16%, i, -8%
CCOc1ccc(N(C)S(=O)(=O)c2ccc3[nH]cc(C(=O)NCC4CCCO4)c(=O)c3c2)cc1 (configuration not stated)
    -3%, 9, 4%, -6, 0.5, 0%, -36%, 0%, -2%
CN(C)c1ccc(C(=O)OCc2ccc(Br)cc2)cc1
    1%, 2, -3%, 0, 0.0, -6%, -25%, 11%, 1%
O=C(NC1CC2CCC1C2)C1CCN(S(=O)(=O)c2ccc(-c3nn[nH]n3)cc2)CC1 (configuration not stated)
    0%, -3, 1%, -6, 0.4, 3%, -8%, -8%, 1%
COC(=O)c1ccc(OC(=O)CN2C(=O)c3ccccc3C2=O)cc1
    1%, -10, 0%, -1, -0.5, 9%, -21%, 3%, -4%
Cc1onc(-c2c(F)cccc2Cl)c1C(=O)OCC(=O)N(C)c1ccccc1
    1%, ., 1%, 3, ., ., ., -1%, -1%
COc1ccc([N+](=O)[O-])cc1C1NN=C(c2ccccc2O)S1 (configuration not stated)
    0%, -7, 2%, -1, 0.3, 2%, -25%, 22%, -3%
CC1(C)CCCC2=C1CC1C(=O)N(c3ccccc3)C(=O)C1C2 (configuration not stated)
    -1%, -4, -2%, -2, -1.2, -4%, 31%, -11%, 4%
Cc1cccc(C(=O)NCCc2ccc(S(N)(=O)=O)cc2)c1[N+](=O)[O-]
    0%, 6, 1%, -6, -0.6, 1%, -15%, -1%, -5%
O=C(NCc1ccco1)C(c1ccccc1)N(Cc1cccnc1)C(=O)Cn1nnc2ccccc21 (configuration not stated)
    -1%, -2, -11%, -6, 0.3, 0%, 14%, 13%, -6%
C#CCOCCOCCOCCNc1nc(N2CCN(C(=O)CCCCCCCCCCNC(=O)[C@H](CCCCN)n3cc(C)nn3)CC2)nc(N2CCN(C(=O)CCCCCCCCCCNC(=O)[C@@H]([C@H](C)O)n3cc(C)nn3)CC2)n1
    ?, 0, 8%, -2, 0.3, -2%, -45%, ., -3%
CC(C)c1ccc(NC(=O)COC(=O)CCC(=O)c2cccs2)cc1
    -22%, -3, -14%, -9, -1.1, -6%, 18%, -15%, -2%
Cc1nc2sc(-c3ccccc3)cc2c(=O)n1N
    0%, 4, -4%, 1, 1.0, 7%, 8%, 1%, -13%
CCCN(CC(=O)Nc1ccccc1C)C(=O)C1CC(=O)N(c2ccc(C)cc2)C1 (configuration not stated)
    -3%, 12, 5%, -4, 1.2, 4%, -9%, 10%, -2%
Cc1cc(C)c2c(=O)[nH]c(SCC(=O)NCc3ccccc3)nc2n1
    -12%, 1, -6%, 2, -0.7, ., -4%, 3%, 0%
Cc1cc2oc(=O)cc(CN3CCOCC3)c2cc1Cl
    1%, 4, -13%, -1&7, 0.2, 7%, 4%, 4%&0%, -2%
CCOc1ccccc1CNC(=O)c1ccc(Cn2c(SCc3ccccc3)nc3cccnc32)cc1
    2%, ., 4%, -11, 2.0, 1%, 24%, -12%, -2%
COC(=O)c1cccc(NC(=O)Nc2ccc(Cl)c(Cl)c2)c1
    0%, 2, 5%, 4, 4.0, 6%, -21%, -20%, -2%
O=C(NCc1ccc2c(c1)OCO2)C1CCN(S(=O)(=O)c2ccc(F)cc2)CC1
    0%, 5, 3%, -8, -0.2, 4%, 5%, -4%, -2%
CCOCCCNC(=O)c1cccs1
    2%, -3, 3%, -1, -0.1, 7%, 5%, 24%, -3%
COc1ccccc1C(=O)Nc1cc2ccccc2oc1=O
    -1%, -4, 1%, -7, -0.2, -5%, -21%, ., 2%
Cc1c(NS(=O)(=O)c2ccc(N3CCCCC3)c([N+](=O)[O-])c2)c(=O)n(-c2ccccc2)n1C
    -1%, -29, -17%, -14, -0.4, ., -4%, -20%, -3%
Cc1oc(-c2ccccc2Cl)nc1CS(=O)CC(=O)NCc1ccco1 (configuration not stated)
    0%, ., -9%, -3, ., -2%, 3%, 1%, -2%
CC1CC2(CCCC2)N(C(=O)N(C)C)c2ccc(F)cc21 (configuration not stated)
    -3%, -12, -1%, 0, 0.0, 2%, -28%, -4%, -4%
CCOc1cc(/C=C/C(=O)OCC(=O)NCC2CCCO2)cc(Cl)c1OC (configuration not stated)
    0%, ., -9%, -8, ., 7%, 16%, 1%, 3%
Cc1cc(C)n2nc[n+](C)c2n1
    -3%, 6, 1%, -13, 3.8, -10%, -10%, -26%, -9%
Nc1nnc(SCc2ccc3c(c2)OCO3)s1
    1%, ., -3%, -9, ., -14%, 12%, 0%[57.4 µM], 2%

Quoted at random: two compounds from above, in no set order.
Order of results: Vif-APOBEC3G blk, D2 antag, Vif-A3F inh, LDHA block, D2 agonist, ERG-DNA inh, RGS4 inhibitor, 12-LOX inh, GRP78 ERSR act
CC1CC2(CCCC2)N(C(=O)N(C)C)c2ccc(F)cc21 (configuration not stated)
    -3%, -12, -1%, 0, 0.0, 2%, -28%, -4%, -4%
CCOc1cc(/C=C/C(=O)OCC(=O)NCC2CCCO2)cc(Cl)c1OC (configuration not stated)
    0%, ., -9%, -8, ., 7%, 16%, 1%, 3%

Screening data as filed in PubChem.
